Source: PubChem BioAssay (several laboratories)
SR-BI uptake up: activators of SR-BI mediated HDL lipid uptake | CHO ldlA[mSR-BI] cells, DiI-HDL uptake fluorescence, 3 h; 100 = double the neutral-control signal | activation, % at 12.5 µM | 320,000 compounds, 0.096% hits | AID 504775;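 active means mean replicate activation of at least 60% and every replicate at or above 60%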;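 further: 0% = median plate neutral-control signal and 100% = twice that signal; values of inactives mirror those of a sister screen read the other way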
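Material: SR-BI-overexpressing, LDLR-lacking CHO cells; schedule: compound exposure 3 h, 37 °C; reagent: DiI-labelled HDL at 10 µg/mL final; technique: bottom-read fluorescence, 550/595 nm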
HTR5A ag: HTR5A agonism, opioid heterodimer counter-screen; HTR5A agonist assay, luminescence, cell-based; P47898; AID 504692; 340,000 compounds, 0.61% hits; activation, % at 9.3 µM; in the data active means activation mostly above about 9.5%, no sharp cut-off; inactive means mostly below about 7.6%;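 further: 0% = cells with vehicle only and 100% = reference agonist; strong numbers were not always called active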
SR-BI HDL uptake: inhibitors of mouse SR-BI mediated HDL lipid uptake. AID 488896. ldlA[mSR-BI] CHO cells, DiI-HDL uptake fluorescence, 3 h. Q61009. 320,000 compounds, 0.96% hits. inhibition, % at 12.5 µM;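 active means mean replicate inhibition of at least 70% and a set share of replicates each scoring 70 or more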;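 further: 0% = median of neutral control wells and 100% = median of positive control wells; values of inactives mirror those of a sister screen read the other way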
MITF act: MITF TRPM1 promoter activation in melanoma cells. SK-MEL-5 TRPM1-promoter luciferase, 24 h; % of positive control, neutral wells = 0. activation, % at 12.5 µM. 300,000 compounds, 0.75% hits. AID 588334;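 active means mean activation of at least 80% with every replicate also reaching 80%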;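 further: 0% = neutral control wells and 100% = parthenolide positive control wells; values of inactives mirror those of a sister screen read the other way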
PvdQ acylase: blocks Pseudomonas aeruginosa PvdQ acylase activity. purified PvdQ acylase, fluorescence plate reader. inhibition, % at 10 µM. 340,000 compounds, 0.063% hits; in the data active means inhibition above about 30%, passing the limit was not always enough;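 further: 0% = vehicle neutral wells and 100% = reference inhibitor wells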
Wnt act: Wnt/beta-catenin pathway activation. Wnt/beta-catenin reporter cell assay, activator, plate reader. activation, % at 9.35 µM. 300,000 compounds, 1.2% hits. AID 743398; in the data active means activation above about 30%, passing the limit was not always enough;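 further: 0% = neutral control wells and 100% = positive control wells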
CDK5 inh: inhibitors of human CDK5/p35 kinase; Q00535+Q15078; Recombinant CDK5/p35, ADP-Glo luminescence, 60 min; inhibition, % at 10 µM; 330,000 compounds, 0.01% hits; AID 488839;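 active means highest replicate inhibition of at least 50% and at least 75% of replicates reaching 50%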;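 further: plate controls were DMSO neutral control for no effect and GW8510 at 10 µM for full effect; many of its hits are not listed in these tables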
Target sequence (Q00535 whole entry, looked up): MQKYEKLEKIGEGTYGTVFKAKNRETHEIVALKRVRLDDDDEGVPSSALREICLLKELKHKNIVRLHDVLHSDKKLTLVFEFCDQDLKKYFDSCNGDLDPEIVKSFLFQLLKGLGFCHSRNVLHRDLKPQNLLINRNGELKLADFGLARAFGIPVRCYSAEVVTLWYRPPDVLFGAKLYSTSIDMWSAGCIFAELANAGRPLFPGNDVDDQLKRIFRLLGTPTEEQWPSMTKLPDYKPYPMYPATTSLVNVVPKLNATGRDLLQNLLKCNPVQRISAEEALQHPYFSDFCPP
Target sequence (Q15078 whole entry, looked up): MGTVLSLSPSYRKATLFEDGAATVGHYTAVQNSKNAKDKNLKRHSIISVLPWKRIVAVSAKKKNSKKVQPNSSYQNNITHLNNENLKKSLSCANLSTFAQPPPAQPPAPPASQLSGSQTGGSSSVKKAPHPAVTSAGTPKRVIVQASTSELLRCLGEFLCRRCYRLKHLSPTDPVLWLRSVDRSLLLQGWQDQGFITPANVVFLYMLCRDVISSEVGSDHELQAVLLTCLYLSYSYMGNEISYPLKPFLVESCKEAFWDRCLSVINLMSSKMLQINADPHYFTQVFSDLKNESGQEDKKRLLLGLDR
dFosB activator: enhances mouse delta FosB homodimer DNA binding; activation, % at 25 µM; AID 493131; 340,000 compounds, 0.99% hits; purified delta FosB, TAMRA-CDK5 oligo fluorescence polarization; percent of positive-control signal above neutral wells; P13346;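 active means mean activation above about 17%, with every replicate also reaching it, limit read from the data, passing the limit was not always enough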;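 further: fluorescence polarization rise as delta FosB binds a TAMRA Cdk5 AP-1 oligo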
Target sequence (P13346 whole entry, looked up): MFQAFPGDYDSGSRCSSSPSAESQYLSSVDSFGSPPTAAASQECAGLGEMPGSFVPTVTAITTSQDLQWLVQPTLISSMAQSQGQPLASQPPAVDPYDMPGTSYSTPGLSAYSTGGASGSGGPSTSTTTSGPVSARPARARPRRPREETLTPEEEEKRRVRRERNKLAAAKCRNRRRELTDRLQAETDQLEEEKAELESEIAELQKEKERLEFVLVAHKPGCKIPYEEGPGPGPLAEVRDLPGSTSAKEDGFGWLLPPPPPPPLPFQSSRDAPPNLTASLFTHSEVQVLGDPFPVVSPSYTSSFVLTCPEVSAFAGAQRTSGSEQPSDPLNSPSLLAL
cardiac RTF act: increases calcium sensitivity of human cardiac regulated thin filaments | P19429+P45379 | IANBD-labeled TnC RTF fluorescence at EC20 calcium; 0% EC20 calcium, 100% full calcium | activation, % at 7.2 µM | 340,000 compounds, 0.24% hits | AID 493008;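 active means activation above the mean over all tested compounds plus 3 SD, cut at about 30% in these data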;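 further: rise in fluorescence read as greater calcium sensitivity of cardiac thin filaments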
Rtt109 HAT inh: C. albicans Rtt109 histone acetyltransferase inhibition; Q5AAJ8; purified Rtt109/Vps75, ThioGlo CoA-SH fluorescence, 4 h; inhibition, % at 34.9 µM; 330,000 compounds, 0.16% hits; AID 540336;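 active means inhibition of at least 50% in every replicate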
* marks the source's active call; other numbers are inactive results; . = no result given.

The line under a structure holds: SR-BI uptake up	HTR5A ag	SR-BI HDL uptake	MITF act	PvdQ acylase	Wnt act	CDK5 inh	dFosB activator	cardiac RTF act	Rtt109 HAT inh
> Cc1ccc(CC(=O)NC2CCN(C)CC2)cc1
→ 19	-1	-19	.	-6	0	-1.7	-1	2	6
> CC(C)c1ccc(O)c(NC(=S)NC(=O)CCc2ccccc2)c1
→ -7	6	7	13	-13	-2	1.4	-7	6	2
> CCN1CCN(C(=O)C2CCN(S(=O)(=O)c3ccc(SC)cc3)CC2)CC1
→ .	0	.	20	-13	0	1.4	-10	-6	-9
> CN(C)Cc1ccccc1Sc1ccc(O)cc1O
→ -9	3	9	-6	11	-3	-0.9	-2	-7	-11
> O=C(Nc1ccc(SC(F)F)cc1)c1ccccc1F
→ -3	-3	3	80	-7	17	2.5	-12	7	.
> CCOC(=O)[C@H]1[C@H]2COc3ccc(Cl)cc3[C@@H]2N2C(=O)c3cc(Br)ccc3NC(=O)[C@@]12C
→ -4	9	4	-2	5	-2	0.9	-4	-8	-1
> COc1cccc(C(=O)N(C)c2nnc(-c3ccncc3)s2)c1
→ .	1	.	8	-13	.	1.3	-4	2	-6
> CCN1C(=O)/C(=C2\SC(=S)N(c3c(C)n(C)n(-c4ccccc4)c3=O)C2=O)c2ccccc21
→ 14	0	-14	15	-8	.	0.4	8	-1	-1
> COc1ccc(OC)c(S(=O)(=O)Nc2cc3c4c(c2)CCN4C(=O)CC3)c1
→ 14	-7	-14	-3	-11	-1	-1.0	-1	2	-5
> CCOc1ccc(/C=N/OCC(=O)NCc2ccco2)cc1
→ 10	0	-10	1	-7	0	0.3	-8	1	6
> COc1cc(C(CCN2CCCCC2)c2c(OC)cc(OC)c3c(C)cc(=O)oc23)cc(OC)c1OC (stereo not drawn)
→ 17	-2	-17	18	-3	1	0.6	0	-3	-4
> O=C(NCc1cccc(F)c1)C1CCN(S(=O)(=O)Cc2ccccc2)CC1
→ 7	-2	-7	-6	-2	-2	-0.2	4	-4	13
> CCN(c1ccccc1)S(=O)(=O)c1cc(C(=O)OC(C)C(=O)Nc2ccc3c(c2)OCCO3)ccc1C (stereo not drawn)
→ .	4	.	-8	15	-2	0.1	-9	-3	4
> Nc1c(C(=O)NCc2ccco2)nnn1CC(=O)Nc1ccc2c(c1)OCO2
→ .	-5	.	-4	-15	18	0.1	-1	-3	-6
> N#Cc1c(-c2ccccc2Cl)c2c([nH]c1=O)-c1ccccc1OC2
→ 4	-4	-4	.	-2	1	-0.3	-9	1	-151
> COCCN(C(=O)COC(=O)CCSc1ccc(F)cc1)c1c(N)n(Cc2ccccc2)c(=O)[nH]c1=O
→ -10	9	10	-2	9	6	-1.6	-8	-5	-6
> CCc1cccc(C)c1NC(=O)COC(=O)C1CC(=O)N(CCc2ccc(OC)c(OC)c2)C1 (stereo not drawn)
→ -2	6	2	3	-9	-6	0.9	-5	1	-6
> COCCCn1c(SCC(=O)NC(C)(C)C)nnc1-c1cccs1
→ .	-1	.	26	-16	-2	-3.2	-10	4	-10
> CCOC(=O)c1oc2ccccc2c1NC(=O)c1ccc(S(=O)(=O)N2CCCC2)cc1
→ -49	3	49	-4	-8	-5	0.7	-8	-4	-3
> Cc1ccccc1COn1nnc2ccc(S(=O)(=O)N3CCOCC3)cc21
→ 11	-4	-11	5	0	2	-0.5	-2	1	2

Taken from above:
CN(C)Cc1ccccc1Sc1ccc(O)cc1O @ SR-BI HDL uptake: 9
O=C(Nc1ccc(SC(F)F)cc1)c1ccccc1F @ MITF act: 80

New compounds follow:
The line under a structure holds: SR-BI uptake up	HTR5A ag	SR-BI HDL uptake	MITF act	PvdQ acylase	Wnt act	CDK5 inh	dFosB activator	cardiac RTF act	Rtt109 HAT inh
> CC(=O)C1CCC2C3CCC4CC(OC(=O)CCC(=O)O)CCC4(C)C3C(=O)CC12C (stereo not drawn)
→ 14	2	-14	-2	-17	-1	-8.7	-4	1	9
> COc1ccc(CN(C)CC(=O)Nc2ccc(SC(F)F)cc2)cc1OC
→ -9	6	9	0	7	4	-1.0	-6	5	2
> CCOC(=O)c1cnc(SC2CCc3ccccc3C2=O)nc1N (stereo not drawn)
→ -1	-2	1	.	2	3	1.3	-14	-2	6
> COC(CN(C(=O)CCl)C(C(=O)NC1CCCCC1)c1ccccc1C)OC (stereo not drawn)
→ 31	2	-31	-27	-14	.	-1.3	-6	3	8
> Cc1ccc2cc(CN(CC3CCCO3)C(=O)Nc3ccccc3F)c3nnnn3c2c1 (stereo not drawn)
→ -42	-2	42	29	-10	2	-3.0	-1	1	-7
> CN(C(=O)CN(C)S(=O)(=O)c1ccc(F)cc1)c1c(N)n(Cc2ccccc2)c(=O)[nH]c1=O
→ 14	-1	-14	-2	10	0	1.7	-5	4	-8
> COc1ccccc1CNc1nc(C)c(C(=O)N(C)C)s1
→ -6	1	6	-4	-12	0	-3.2	-7	-1	-5
> CCCn1c(=O)c2ccccc2n2c(SCc3nc4ccccc4s3)nnc12
→ 0	-2	0	22	-9	27	-0.7	-9	3	-3
> Cc1ccccc1NS(=O)(=O)c1cc(OCC(N)=O)c(C)cc1Cl
→ 1	-6	-1	-1	-2	-1	1.2	-8	7	-3
> CC(=O)N1CCN(C(=O)c2ccc(S(=O)(=O)Nc3ccccc3F)cc2)CC1
→ 18	1	-18	0	-17	-6	1.4	3	-3	-19
> CC(Sc1ccc(S(=O)(=O)N2CCOCC2)cc1[N+](=O)[O-])C(=O)O (stereo not drawn)
→ 3	9	-3	-5	-19	.	-3.3	-3	12	10
> CCc1ccc(CNc2ccc(N3CCN(C(C)=O)CC3)cc2)cc1
→ -1	0	1	-13	3	12	1.4	-2	-5	-5
> Cc1cc(C)c(C)c(S(=O)(=O)NCC(=O)Nc2ccccc2F)c1C
→ -5	5	5	-2	-6	1	-0.7	-4	-4	3
> CCc1cccc(CC)c1-n1c(SCC(=O)N2CCc3ccccc32)nc(O)cc1=O
→ -5	1	5	-12	-9	-2	0.8	-9	0	2
> O=C(N/N=C/c1sc(N2CCCCC2)nc1-c1cccs1)c1cccnc1
→ -77	3	77*	22	-1	-1	4.6	-27	8	9
> O=C(O)c1ccc(Cl)c(S(=O)(=O)N(Cc2ccccc2)c2ccccc2)c1
→ 21	-2	-21	1	-9	0	-1.8	-6	-7	5
> CC(NC(=O)NC1CCCCC1)C(c1cccs1)N1CCN(c2ccccc2)CC1 (stereo not drawn)
→ -29	0	29	0	-18	-1	-2.6	-9	4	3
> O=C1CCC(=O)N1OCCOc1ccc(Cl)c2ccccc12
→ .	2	.	-7	-8	-2	1.1	-4	1	12
> CCN(C(=O)CN1CCOCC1)C1(C)C(=O)c2ccccc2C1=O
→ 20	2	-20	4	-17	7	-0.9	-4	4	2
> Cc1ccc(C(=O)NNC(=O)c2ccc(S(=O)(=O)N(C)c3ccccc3)cc2)cc1
→ -26	-2	26	-2	-6	0	-0.9	-7	3	-2

Other compounds follow.
The line under a structure holds: SR-BI uptake up	HTR5A ag	SR-BI HDL uptake	MITF act	PvdQ acylase	Wnt act	CDK5 inh	dFosB activator	cardiac RTF act	Rtt109 HAT inh
> CCN1CCN(C(=O)C2CCN(S(=O)(=O)c3ccc(Br)cc3)CC2)CC1
→ 0	1	0	6	1	-1	0.3	1	2	-5
> COc1cccc(-n2c(N)cc(=O)nc2SCC(=O)Nc2cc(C)on2)c1
→ 5	-6	-5	0	-11	0	0.6	-14	-2	3
> COc1ccc(-c2nc(CS(=O)CC(=O)N3CCCC3)c(C)o2)cc1 (stereo not drawn)
→ -1	5	1	3	-14	-1	-0.6	-3	1	-12
> COC(=O)c1ccc(COC(=O)c2cccnc2Cl)cc1
→ -8	4	8	7	-1	2	2.1	3	-2	.
> COc1ccccc1C(=O)Nc1ccccc1N1CCCCC1
→ -49	-2	49	10	-2	-1	1.5	-4	-6	-1
> COc1cc2c(cc1OC)C(C1C(=O)CCCC1=O)N(C(=O)CCl)CC2 (stereo not drawn)
→ 13	0	-13	4	-14	.	-0.2	5	2	-31
> Cc1cccc(Nc2nc(N)nc(CN3CCN(c4ccccc4)CC3)n2)c1
→ 2	-4	-2	-7	-10	-5	-0.4	-2	4	0
> Cc1ccc(N(CCC#N)C(=O)COC(=O)c2ccccn2)cc1
→ 20	-5	-20	-22	8	-2	-0.2	-5	-4	2
> O=C(CCNS(=O)(=O)c1ccc(F)c(Cl)c1)NCc1ccccc1F
→ 8	4	-8	5	-8	-3	-0.4	-6	-1	0
> COc1ccc(NC(=O)CSc2sc3c(O)cc(=O)[nH]c3c2C#N)c(OC)c1
→ .	0	.	-7	-14	-3	-0.3	-13	-3	9
> O=C(CP(=O)(O)CC(=O)c1ccccc1)c1ccccc1
→ 22	-4	-22	-8	-10	-16	-5.5	-4	0	-4
> COc1cc(OC)cc(-c2c(C#Cc3ccsc3)c3cc(-c4cc(F)cc(F)c4)ccc3n2C)c1
→ -14	-2	14	9	2	-2	-0.7	4	13	-11
> COc1ccc(OC)c(NC(=O)c2cnn(-c3ccccc3Cl)c2NC(=O)c2ccco2)c1
→ 10	-4	-10	1	-2	.	1.1	-7	-6	-6
> CC(C#N)OC(=O)c1cccnc1SCC(=O)Nc1ccc2c(c1)OCO2 (stereo not drawn)
→ 10	-1	-10	-12	-5	1	-0.9	3	6	1
> Cc1ccccc1OCCC(=O)OCC(=O)Nc1ccc2[nH]c(=O)[nH]c2c1
→ -12	3	12	5	-4	-2	2.2	-2	-1	-1
> Cc1ccccc1C(=O)Nc1cccc(NC(=O)c2cccnc2)c1
→ 0	1	0	-5	-6	-3	1.4	-11	-7	-3
> O=C(NCC(=O)N1CC=C(c2ccccc2)CC1)c1ccc(F)cc1
→ 7	1	-7	-2	-10	7	-0.1	6	-6	-5
> COc1ccc2c(c1)CC=C1C2CCC2(C)C(=O)C(=NO)CC12 (stereo not drawn)
→ -29	8	29	-8	-15	21	-0.4	-4	-6	16
> CCC(CC)c1nnc(NC(=O)C2CC(=O)N(CCc3ccc(OC)c(OC)c3)C2)s1 (stereo not drawn)
→ -14	-7	14	-7	-6	2	1.4	-9	-4	-1
> CN(C)S(=O)(=O)c1cccc(C(=O)NCCc2ccccc2)c1
→ -3	3	3	46	1	0	0.0	8	-6	-8

(listing goes on)
The line under a structure holds: SR-BI uptake up	HTR5A ag	SR-BI HDL uptake	MITF act	PvdQ acylase	Wnt act	CDK5 inh	dFosB activator	cardiac RTF act	Rtt109 HAT inh
> COc1ccc(/C=N/Nc2ncccc2[N+](=O)[O-])c(OC)c1
→ -51	-3	51	61	-3	14	2.8	-11	2	.
> COc1ccc(OC)c(NC(=O)C(C)Oc2ccc(Br)cc2)c1 (stereo not drawn)
→ -23	.	23	-5	-12	-2	-3.1	-5	.	-1
> Cc1csc(N2CCCC2c2nc3cc(Cl)c(N4CCCCC4)cc3n2CCCO)n1 (stereo not drawn)
→ -30	-4	30	-4	9	-4	0.4	-1	-2	-4
> CCn1c(NC(=S)Nc2ccccc2)nc2ccccc21
→ .	2	.	.	-2	33*	1.1	-2	-2	1
> Cn1c(=O)c2c(nc(CN3CCC(C(N)=O)CC3)n2Cc2ccccc2Cl)n(C)c1=O
→ 15	-4	-15	.	-17	.	-1.6	-3	1	9
> C[C@@H]1CC[C@@]2(OC1)O[C@H]1C[C@H]3[C@@H]4CC=C5C[C@@H](O)[C@H](O)C[C@]5(C)C4CC[C@]3(C)[C@H]1[C@@H]2C (stereo partly drawn)
→ -19	-3	19	-4	-5	-1	-0.8	-12	3	15
